IDH1 R132H inh = qHTS for Inhibitors of mutant isocitrate dehydrogenase 1 (IDH1): qHTS; Isocitrate dehydrogenase [NADP] cytoplasmic (Homo sapiens), O75874; IDH1-R132H enzyme, NADPH consumption, diaphorase/resazurin fluorescence; Potency, µM (top dose mostly 76.6 µM), without a hit: at the top dose activity change, negative = inhibition, usual class: inhibitors; 390,000 tested, 0.093% active; AID 602179, 2012; also: potency is read from the fitted curve at half-maximal effect; % is scaled to controls: 0 for no effect and ±100 for the full control effect; nearly all actives have a fitted effect of over 65% in size
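IDH1-R132H (0.5 ug/mL) preincubated 30 min with compound, then NADPH (0.016 mM) and alpha-KG (2 mM) added; 80 min at RT, pH 7.5. Remaining NADPH coupled via diaphorase/resazurin to fluorescence (540/590 nm); concentration-response curves normalized to no-enzyme control.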
Pin1 inh = qHTS Assay to Find Inhibitors of Pin1. Peptidyl-prolyl cis-trans isomerase NIMA-interacting 1 (Homo sapiens), Q13526. Pin1 FP peptide displacement, HiFluor488, 10 min. Potency, µM (series often up to 115 µM), without a hit: at the highest dose activity, negative = inhibition, most hits filed as inhibitors. 390,000 tested, 0.009% active; active = well fitted inhibition curve with a large enough effect in the polarisation, with a control signal flat, not every such curve was filed as active; inconclusive = small, poorly fitted or top-dose-only effect, or effect the other way, or a change in a side signal; inactive = no such curve, though single readings can be large or run the other way; the % refers to the polarisation; also: potency is read from the fitted curve at half-maximal effect; % is scaled to controls: 0 for no effect and ±100 for the full control effect
Target sequence (Q13526 whole entry, looked up): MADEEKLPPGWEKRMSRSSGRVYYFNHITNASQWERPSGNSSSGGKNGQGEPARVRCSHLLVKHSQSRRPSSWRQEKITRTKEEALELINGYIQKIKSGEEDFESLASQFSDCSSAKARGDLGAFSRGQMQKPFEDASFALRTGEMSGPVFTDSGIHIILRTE
rTrxR1 inhibitor = qHTS Assay for Inhibitors of Mammalian Selenoprotein Thioredoxin Reductase 1 (TrxR1): qHTS | Potency, µM (titrated, usually from 114 µM), for the others: at the highest dose activity change, negative = inhibition, usual class: inhibitors | Thioredoxin reductase 1, cytoplasmic (Rattus norvegicus), O89049 | recombinant rTrxR1, NADPH fluorescence consumption, selenite substrate | 390,000 tested, 1% active | AID 588453, 2011; also: potency is read from the fitted curve at half-maximal effect; % is scaled to controls: 0 for no effect and ±100 for the full control effect; nearly all actives have a fitted effect of over 65% in size
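Rat TrxR1 (90 nM in the dispensed reagent) was pre-reduced with 400 uM NADPH for 5 min at room temperature, then incubated with compound for 15 min. After 400 uM selenite was added, NADPH fluorescence (Ex 340/Em 450 nm) was followed for 8 min.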
USP1-UAF1 inh = Inhibitors of USP1/UAF1: Primary Screen; Ubiquitin carboxyl-terminal hydrolase 1 (Homo sapiens), O94782; recombinant USP1/UAF1, Ub-Rhodamine cleavage fluorescence; Potency, µM (top dose mostly 57.1 µM), for inactives: at the highest dose activity change, negative = inhibition, actives largely listed as inhibitors; 390,000 tested, 0.23% active; also: potency is read from the fitted curve at half-maximal effect; % is scaled to controls: 0 for no effect and ±100 for the full control effect; nearly all actives have a fitted effect of over 60% in size; inactives centre near -12
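High-throughput fluorogenic screen: 1nM USP1/UAF1 complex, Ub-Rho substrate 150nM final, 50mM HEPES pH 7.8 with 0.5mM EDTA, 0.1 mg/ml BSA, 1mM TCEP and 0.01% Tween-20.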
GLS inhibitor = qHTS for Inhibitors of Glutaminase (GLS); Glutaminase kidney isoform, mitochondrial (Homo sapiens), O94925; GLS enzymatic activity, qHTS titration; Potency, µM (highest dose often 45.5 µM), for the others: at the highest dose activity change, negative = inhibition, actives largely listed as inhibitors; 410,000 tested, 0.21% active; AID 624170, 2012; also: potency is read from the fitted curve at half-maximal effect; % is scaled to controls: 0 for no effect and ±100 for the full control effect
Target sequence (O94925 whole entry, looked up, canonical isoform): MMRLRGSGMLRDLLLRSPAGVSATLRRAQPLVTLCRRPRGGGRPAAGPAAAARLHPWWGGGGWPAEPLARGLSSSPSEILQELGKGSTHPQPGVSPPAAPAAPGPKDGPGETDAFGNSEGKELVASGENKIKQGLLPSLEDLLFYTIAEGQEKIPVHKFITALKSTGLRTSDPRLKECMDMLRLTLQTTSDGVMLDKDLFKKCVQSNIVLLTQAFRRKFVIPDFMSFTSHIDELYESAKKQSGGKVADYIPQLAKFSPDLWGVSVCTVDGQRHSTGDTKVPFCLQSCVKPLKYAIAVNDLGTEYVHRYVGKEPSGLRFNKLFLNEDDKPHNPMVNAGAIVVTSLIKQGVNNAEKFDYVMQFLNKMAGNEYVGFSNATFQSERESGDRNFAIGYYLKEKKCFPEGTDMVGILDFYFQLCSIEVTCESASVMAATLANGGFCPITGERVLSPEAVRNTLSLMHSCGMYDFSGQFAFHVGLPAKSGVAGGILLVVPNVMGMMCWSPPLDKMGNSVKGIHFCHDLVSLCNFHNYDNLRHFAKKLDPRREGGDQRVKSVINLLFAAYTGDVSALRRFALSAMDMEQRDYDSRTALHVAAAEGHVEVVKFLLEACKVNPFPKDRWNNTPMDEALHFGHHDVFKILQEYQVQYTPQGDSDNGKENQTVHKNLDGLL
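Glutamate formation by hKGA was monitored fluorometrically using coupled glutamate oxidase, HRP and Amplex Red. Substrate was added as 1 mM L-glutamine solution; incubation was 30 min at RT after an initial read.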
PGK inhibitor = qHTS Assay to Find Inhibitors of Phosphoglycerate Kinase; Phosphoglycerate kinase, glycosomal (Trypanosoma brucei brucei), P07378; PGK/GAPDH coupled, Kinase-Glo luminescence, 60 min; Potency, µM (top dose mostly 57.5 µM), without a hit: top-dose activity change, negative = inhibition, most hits filed as inhibitors; 380,000 tested, 0.043% active; AID 602233, 2012; also: potency is read from the fitted curve at half-maximal effect; % is scaled to controls: 0 for no effect and ±100 for the full control effect; nearly all actives have a fitted effect of over 60% in size
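Luminescent ATP detection (Kinase-Glo Plus) follows a 60-minute room-temperature incubation, with wells lacking PGK as controls. Buffer: 100 mM TEA (pH 7.6), 5 mM MgCl2, 0.01% Tween-20. Coupling enzyme GAPDH (100 nM final) supplies unstable 1,3-BPG in-well.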
HP1b chromo inh = HTS for Inhibitors of HP1-beta Chromodomain Interactions with Methylated Histone Tails. Chromobox protein homolog 1 (Homo sapiens), P83916. AlphaScreen HP1-beta / biotin-H3K9me3 peptide binding. Potency, µM (top dose mostly 114 µM), for inactives: at the highest dose activity change, negative = inhibition, hits mostly inhibitors. 390,000 tested, 0.56% active. AID 540317, 2011; also: potency is read from the fitted curve at half-maximal effect; nearly all actives have a fitted effect of over 70% in size; inactives centre near 23
Target sequence (P83916 whole entry, looked up): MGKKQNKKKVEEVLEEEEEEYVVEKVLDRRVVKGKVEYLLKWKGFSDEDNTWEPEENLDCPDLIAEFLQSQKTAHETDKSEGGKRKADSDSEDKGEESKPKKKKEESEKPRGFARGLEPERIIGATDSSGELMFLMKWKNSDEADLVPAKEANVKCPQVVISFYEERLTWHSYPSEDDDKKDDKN
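HP1-beta protein (50 nM final) preincubated 30 min at room temperature with biotinylated H3(1-18)K9me3 peptide (50 nM) in PBS pH 7.4, 0.01% Tween-20, then compound added for 30 min. AlphaScreen streptavidin donor/nickel chelate acceptor beads (10 ug/mL final), 30 min dark, luminescence read.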
TrxR1 substrate = qHTS Assay for Substrates of Mammalian Selenoprotein Thioredoxin Reductase 1 (TrxR1): qHTS; Thioredoxin reductase 1, cytoplasmic (Rattus norvegicus), O89049; Potency, µM (top dose mostly 114 µM), inactives show at the highest dose activity change, negative = substrate turnover; purified TrxR1 substrate turnover, NADPH consumption readout; 390,000 tested, 0.01% active; also: potency is read from the fitted curve at half-maximal effect; % is scaled to controls: 0 for no effect and ±100 for the full control effect; nearly all actives have a fitted effect of over 50% in size
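Rat TrxR1, dispensed at 90 nM, was prereduced with 400 uM NADPH (final) for 5 min at ~22 deg C, then incubated with compound 15 min before 400 uM selenite. A first-read NADPH fluorescence drop versus no-compound background flagged substrates.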
PI4K2A block = qHTS for small molecular inhibitors of PI4K2A; activity change, negative = inhibition, % at 76.9 µM; Phosphatidylinositol 4-kinase type 2-alpha (Homo sapiens), Q9BTU6; AID 1346378, 2018; purified PI4K2A, ADP-Glo luminescence, 1 h; active compounds read low; 420,000 tested, 0.13% active; in the data active = activity change below about -50%; inconclusive = mostly about -30% to -49%;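 also: -100% = wells without enzyme as full effect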
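PI4K2A activity was measured by ADP-Glo luminescence: enzyme (4 ug/mL stock) and phosphatidylinositol (1.2 mM stock) in Tris pH 7.5/MgCl2/EGTA/Triton X-100 buffer were reacted with ATP (300 microM stock) for one hour at ambient temperature.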
The depositor's hits bear a star; i = inactive; u = inconclusive; x = no result given; [ ] = remark or other dose. Unless noted, calls follow the shape of the dose curve; as a rule, active = well fitted curve in the direction sought with a large enough effect; inconclusive = small, poorly fitted or top-dose-only effect, or another doubt; inactive = no such curve, though single readings can be large; an effect the other way counts as inactive or inconclusive. Some of the compounds tested; the hit share may differ from the screen's.

SMILES	IDH1 R132H inh	Pin1 inh	rTrxR1 inhibitor	USP1-UAF1 inh	GLS inhibitor	PGK inhibitor	HP1b chromo inh	TrxR1 substrate	PI4K2A block
CCN(CC(=O)N1CCOCC1)S(=O)(=O)c1ccc(F)cc1	-9%	-7%	13%[0.457 µM]	u	0%	-8%	-2%	-2%	3
c1ccc(SCCOCCN2CCc3ccccc3C2)cc1	5%	2%	-7%	-3%	0%	-6%	13%[57 µM]	-4%	-4
CN(C)S(=O)(=O)c1cccc(C(=O)C2=C3SC=C(c4ccccc4)N3CC2)c1	-12%	35%[activator]	u	-11%	-3%	1%	35%	3%	-13
CSc1ccccc1NC(=O)C1CC(c2c(F)cccc2Cl)=NO1 (stereo unspecified)	0%	-10%	20%	-27%	1%	-1%	51%[activator]	-3%	-3
CC(NC(=O)c1ccc(C#N)cc1)C1CC2CCC1C2 (stereo unspecified)	5%	-9%	13%	-21%	-6%	i	33%	3%	5
COc1ccc(NC(=O)CSc2nc(-c3ccccc3)nc3c2Cc2c(CO)cnc(C)c2O3)cc1Cl	6%	16%	u	-4%	11%	10%	36%	-2%	1
CN(C)CCCN(Cc1ccccc1)C(=S)NCc1ccccc1	-2%	-5%	17%	-13%	1%	i	50%[activator]	1%	-3
Cn1c(=O)c(-c2ccccc2)nn2c3ccccc3nc12	8%	0%	12%	-2%	4%	-4%	39%[activator]	4%	5
Cc1cccn2c(=O)c(C(=O)NCCc3ccc(Cl)cc3)cnc12	-5%	-8%	-7%[57.1 µM]	-25%	4%	i	37%	60%[activator][57.1 µM]	2
CN(C)CCNC(=S)Nc1ccc(Br)cc1	0%	1%	2%[57.1 µM]	-5%	6%	i	24%	5%[57.1 µM]	1
CCOC(=O)c1ccccc1NC(=O)c1cn(-c2ccc(C)c(C)c2)c(=O)c2ccccc12	6%	24%	32%[activator]	-1%	7%	-7%	1%	17%	1
Cc1nc2ccccc2c(=O)n1NC(=O)c1ccc(Cl)c([N+](=O)[O-])c1	17%	-3%	20%	-24%	3%	-9%	37%	3%	-5
COc1ccc(NC(=O)c2cc(C)cc(C)c2)cc1[N+](=O)[O-]	-1%	10%	8%	-11%	5%	7%	20%	-2%	4
O=C1CCCCN1CCC(=O)N1CCCC(Nc2ccccc2)C1 (stereo unspecified)	3%	7%	24%	-10%	21%	4%	29%	3%	-3
Cc1cccc(OC(C)C(=O)Nc2ncn[nH]2)c1 (stereo unspecified)	-3%	0%	24%[57.1 µM]	-22%	2%	6%	21%	4%[57.1 µM]	2
Cc1ccc(-n2nc3c(=O)n(CCCC(=O)NC4CCC(C)CC4)nc(C)c3c2C)cc1 (stereo unspecified)	-9%	-3%	-3%	0%	11%	6%	31%[activator]	-1%	-3
Cn1ncc(Cl)c1C(=O)Nc1ccc(Cl)cn1	0%	5%	7%[57.1 µM]	-6%	-11%	i	20%	2%[57.1 µM]	-3
NC(=O)c1sc2nc3c(c(-c4cccs4)c2c1N)CCCCC3	0%	3%	-18%	-3%	-23%	i	30%	9%	2
Cc1oc(C(=O)O)cc1COc1cccc2ccccc12	6%	-4%	22%	-15%	7%	i	-3%	2%	2
Cc1cc(C(F)F)nn1CC(=O)NCc1ccco1	4%	-15%	-21%	3%	11%	-6%	1%	-18%	2
Cn1c(=O)c2c(nc(N3CCN(c4ccc([N+](=O)[O-])cc4)CC3)n2C)n(C)c1=O	9%	8%	24%[57.1 µM]	-8%	4%	0%	14%	0%[57.1 µM]	2
Cc1cc(C(=O)CN2C(=O)c3ccccc3S2(=O)=O)c(C)n1CC1CCCO1 (stereo unspecified)	1%	-2%	2%[57.1 µM]	-21%	5%	-5%	-4%	8%[57.1 µM]	-1
CC(=O)c1cccc(NC(=O)c2cc(C(C)C)on2)c1	7%	0%	22%[57.1 µM]	-17%	-4%	6%	47%[activator]	7%[57.1 µM]	0
CC1CCc2c(C(=O)N3CCN(S(=O)(=O)c4cccs4)CC3)csc2C1 (stereo unspecified)	7%	2%	19%	-12%	-2%	-8%	32%	-1%	5
Cc1nn(-c2ccc(F)cc2F)c2c1-c1nc(N3CCCC3)ncc1CC2	9%	-6%	-11%	-26%	-4%	i	23%	45%[activator]	-1
CC(C)CNS(=O)(=O)c1cc2c3c(c1)CCC(=O)N3CCC2	2%	-2%	9%	-2%	-1%	11%	14%[57 µM]	-1%	-8
COc1cccc(CNC(=O)c2ccc(C(=O)NCc3cccc(OC)c3)cc2)c1	-5%	2%	13%	-28%	-6%	i	34%	1%	-7
CCC(=O)N(CC)C1=C(O)c2ccccc2C(=O)C1=O	10%	-1%	1.1µM*	25µM*	8%	-3%	u	-23%	-9
C[C@@H]1c2ccccc2N2C[C@H](Cc3ccc(C(=O)c4ccccc4)cc3)C[C@@H]12	3%	x	x	0%	8%	6%	x	x	2
Cc1ccc(C)c(NC(=O)CN(C)C(=O)[C@@H](NC(=O)c2ccc(C(C)(C)C)cc2)C(C)C)c1	u	1%	6%	-26%	-21%	0%	25%	7%	3
COc1cccc(N(CC(=O)NC(C)(C)C)C(=O)C2CSC(=O)C2)c1 (stereo unspecified)	9%	-7%	21%	-8%	-8%	i	17%	3%	9
CCCCN(C(=O)CC1OC(=O)c2ccccc21)c1c(N)n(CCCC)c(=O)[nH]c1=O (stereo unspecified)	2%	2%	-3%	-7%	-2%	-7%	27%	-2%[57.1 µM]	-1
CCN1C(=O)c2cccc3c(S(=O)(=O)N4CCCC4C(=O)O)ccc1c23 (stereo unspecified)	7%	-4%	10%	-19%	-5%	6%	17%	17%	-2
c1ccc(CN2CCN(C3=Nc4cccc5cccc3c45)CC2)cc1	6%	17%	-6%	-6%	4%	2%	u	-6%	2
COc1ccc(NC(=O)CN(C)C(=O)c2cc(-c3ccc(OC)cc3)nc3ccccc23)cc1	-2%	10%	39%[activator]	-6%	-3%	-1%	-15%	68%[activator]	0
Cc1ccccc1Cn1c2ccccc2c2cnn(CC(=O)NC3CCCCCC3)c(=O)c21	-14%	21%	-10%	-2%	1%	i	23%	-4%	1
CC(C)(C)OC(=O)N1CCC(Cc2cc(-c3ccc(Cl)cc3)no2)(C(=O)O)CC1	-3%	4%	13%	-26%	-1%	6%	53%[activator]	2%	-2
COC(=S)N/C(=N\S(=O)(=O)c1ccc(Cl)cc1)c1ccccc1	-12%	2%	-16%	-23%	-11%	-4%	-15%	-6%	4
O=S(=O)(NCCC1=CCCCC1)c1ccc(F)cc1	1%	-1%	17%	-28%	5%	-3%	60%[activator]	-1%	1
CC1=C(C(=O)Nc2cccnc2)C(c2ccc(C)cc2)n2nc(SCc3ccccc3F)nc2N1 (stereo unspecified)	-2%	13%	-6%	-23%	-1%	0%	27%	-14%	2
CC(=O)N1CCN(C(=S)c2ccc([N+](=O)[O-])cc2)CC1	2%	-3%	-1%	-10%	7%	3%	-6%	-7%	5
CCCC(=O)N1CCN(c2ccc(NC(=O)c3ccccc3)cc2)CC1	13%	1%	0%[57.1 µM]	-10%	53%[activator]	-3%	35%	13%[57.1 µM]	7
NS(=O)(=O)c1cc(C(=O)OCC(=O)N2CCc3ccccc3C2)ccc1Cl	6%	-26%	17%	-7%	0%	0%	33%	-2%	2
Cc1c(N=C/C=C/c2ccccc2)cnn1C	2%	-2%	-27%	-19%	1%	-6%	32%	5%[57.1 µM]	1
O=C(Nc1cccc(Cl)c1)c1cc(-c2ccc3c(c2)OCO3)on1	-9%	0%	8%	-11%	-2%	-16%	35%	2%	-7
CCOc1ccccc1C1CC(=O)Nc2cc3c(cc21)OCO3 (stereo unspecified)	6%	5%	-5%	-6%	x	-3%	15%	-4%	-2
O=C(CNC(=O)c1ccc(S(=O)(=O)N2CCCC2)cc1)N/N=C/c1ccccc1Cl	0%	13%	6%	-6%	0%	1%	13%	-6%	4
COCCC(=O)Nc1ccc2c(c1)CN(C(=O)c1ccc(CSC)o1)CC2	2%	u	u	-23%	-3%	-6%	74%[activator]	15%	-9
